TRHR enhancer: TRH receptor (human) allosteric enhancement; TRHR cells, fluo-8 calcium fluorescence, EC20 TRH enhancement; enhancement, % at 2 µM; 0.66% of 360,000 active; AID 493056; in the data active = enhancement above about 30%; note: 0% is about no effect
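TRHR-expressing cells loaded with fluo-8 calcium dye were read kinetically (ex 480/em 530) during compound addition, then stimulated with an EC20 of TRH (10 nM final). Enhancement of the Gq-mediated intracellular calcium response was scored.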
TrxR1 substrate: rat thioredoxin reductase 1 substrate activity; purified TrxR1 substrate turnover, NADPH consumption readout; Potency, µM (top dose mostly 114 µM), without a hit: top-dose activity change, negative = substrate turnover; O89049; 0.01% of 390,000 active; AID 588456; note: potency is the fitted concentration of half-maximal effect; % is set by controls: 0 for no effect and ±100 for the full control effect; nearly all actives have a fitted effect of over 50% in size
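Rat TrxR1, dispensed at 90 nM, was prereduced with 400 uM NADPH (final) for 5 min at ~22 deg C, then incubated with compound 15 min before 400 uM selenite. A first-read NADPH fluorescence drop versus no-compound background flagged substrates.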
Pin1 inhibitor: human Pin1 inhibition | Pin1 FP peptide displacement, HiFluor488, 10 min | Q13526 | AID 504891 | 0.009% of 390,000 active | Potency, µM (highest dose often 115 µM), for inactives: at the highest dose activity, negative = inhibition, actives largely listed as inhibitors; active = well fitted inhibition curve with a large enough effect in the polarisation, with a control signal flat, not every such curve was filed as active; inconclusive = small, poorly fitted or top-dose-only effect, or effect the other way, or a change in a side signal; inactive = no such curve, though single readings can be large or run the other way; the % refers to the polarisation; note: potency is the fitted concentration of half-maximal effect; % is set by controls: 0 for no effect and ±100 for the full control effect
Target sequence (Q13526 whole entry, looked up): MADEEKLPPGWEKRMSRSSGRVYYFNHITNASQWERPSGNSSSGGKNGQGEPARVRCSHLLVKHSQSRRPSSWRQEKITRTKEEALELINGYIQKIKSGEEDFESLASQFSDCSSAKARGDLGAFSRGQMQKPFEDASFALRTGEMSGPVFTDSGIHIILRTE
USP1 inh: blocks the human USP1/UAF1 deubiquitinase complex | O94782 | 0.23% of 390,000 active | recombinant USP1/UAF1, Ub-Rhodamine cleavage fluorescence | Potency, µM (titrated, usually from 57.1 µM), for inactives: at the highest dose activity change, negative = inhibition, actives largely listed as inhibitors; note: potency is the fitted concentration of half-maximal effect; % is set by controls: 0 for no effect and ±100 for the full control effect; nearly all actives have a fitted effect of over 60% in size; inactives centre near -12
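High-throughput fluorogenic screen: 1nM USP1/UAF1 complex, Ub-Rho substrate 150nM final, 50mM HEPES pH 7.8 with 0.5mM EDTA, 0.1 mg/ml BSA, 1mM TCEP and 0.01% Tween-20.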
TRHR agonist: activates the human TRH receptor; TRHR cells, calcium flux fluo-8, FDSS agonist mode; activation, % at 2 µM; 0.18% of 360,000 active; AID 493084; in the data active = activation above about 30%; note: 0% is about no effect
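TRHR-expressing cells, plated overnight in medium with 10% serum, were loaded with fluo-8 calcium dye at room temperature. After a 10 s baseline, library compound was pin-added and calcium release was recorded kinetically (ex 480/em 530) as agonist response.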
IDH1 R132H inh: human IDH1 R132H inhibition | IDH1-R132H enzyme, NADPH consumption, diaphorase/resazurin fluorescence | Potency, µM (highest dose often 76.6 µM), inactives show at the highest dose activity change, negative = inhibition, usual class: inhibitors | O75874 | 0.093% of 390,000 active; note: potency is the fitted concentration of half-maximal effect; % is set by controls: 0 for no effect and ±100 for the full control effect; nearly all actives have a fitted effect of over 65% in size
Target sequence (O75874 whole entry R132H, stated change not applied): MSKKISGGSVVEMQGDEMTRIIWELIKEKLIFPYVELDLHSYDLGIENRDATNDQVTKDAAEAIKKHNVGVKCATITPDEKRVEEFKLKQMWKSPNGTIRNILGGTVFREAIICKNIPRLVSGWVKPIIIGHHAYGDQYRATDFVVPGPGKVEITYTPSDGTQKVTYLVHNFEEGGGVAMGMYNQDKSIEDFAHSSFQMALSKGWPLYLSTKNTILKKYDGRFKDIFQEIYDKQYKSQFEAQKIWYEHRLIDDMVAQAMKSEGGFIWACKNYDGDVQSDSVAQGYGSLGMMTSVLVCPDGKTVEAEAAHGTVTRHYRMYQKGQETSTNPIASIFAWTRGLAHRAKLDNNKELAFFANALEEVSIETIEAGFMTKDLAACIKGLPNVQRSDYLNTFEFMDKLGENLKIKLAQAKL
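IDH1-R132H (0.5 ug/mL dispensed) in pH 7.5 Tris buffer was preincubated 30 min with compound, then given a substrate mix of 0.016 mM NADPH and 2 mM alpha-KG for 80 min at room temperature; remaining NADPH was read by diaphorase/resazurin fluorescence.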
TrxR1 inh: blocks rat thioredoxin reductase 1; Potency, µM (top dose mostly 114 µM), without a hit: at the top dose activity change, negative = inhibition, actives largely listed as inhibitors; 1% of 390,000 active; AID 588453; O89049; recombinant rTrxR1, NADPH fluorescence consumption, selenite substrate; note: potency is the fitted concentration of half-maximal effect; % is set by controls: 0 for no effect and ±100 for the full control effect; nearly all actives have a fitted effect of over 65% in size
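Rat TrxR1 (90 nM in the dispensed reagent) was pre-reduced with 400 uM NADPH for 5 min at room temperature, then incubated with compound for 15 min. After 400 uM selenite was added, NADPH fluorescence (Ex 340/Em 450 nm) was followed for 8 min.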
D2 antag: antagonizes the human D2 dopamine receptor. HEK293 TREx D2 cells, calcium flux, dopamine EC80. AID 485344. 2% of 340,000 active. inhibition, % at 10 µM; in the data active = inhibition above about 30%; note: 0% is about no effect
Target sequence (P14416 whole entry, looked up): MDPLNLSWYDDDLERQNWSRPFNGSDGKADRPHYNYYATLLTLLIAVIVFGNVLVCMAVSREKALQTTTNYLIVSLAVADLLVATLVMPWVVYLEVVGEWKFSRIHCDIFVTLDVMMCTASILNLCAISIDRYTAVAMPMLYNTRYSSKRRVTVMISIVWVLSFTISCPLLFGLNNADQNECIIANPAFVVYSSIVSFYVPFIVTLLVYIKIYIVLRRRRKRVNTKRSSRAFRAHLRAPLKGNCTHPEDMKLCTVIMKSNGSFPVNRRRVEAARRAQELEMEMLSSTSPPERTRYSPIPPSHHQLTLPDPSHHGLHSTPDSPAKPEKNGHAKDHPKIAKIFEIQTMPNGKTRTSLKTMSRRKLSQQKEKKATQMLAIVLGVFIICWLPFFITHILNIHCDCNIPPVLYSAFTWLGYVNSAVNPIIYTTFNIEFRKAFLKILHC
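Overnight-induced (tetracycline, 30 C) HEK293 T-REx cells carrying force-coupled D2 receive a no-wash calcium dye, then compound, then EC80 dopamine at 180 s; signals are read kinetically throughout.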
D2 agonist: agonists of human D2 dopamine receptor; AID 485358; HEK293 T-REx D2 cells, calcium flux agonist mode; activation, % at 2 µM; 0.53% of 340,000 active;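 active = activation over 3 SD above normal in the single-dose calcium agonist read, cut at about 30% in these data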; note: 0% is about no effect
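Calcium-flux readout, 1 cycle/sec over 180 s following compound pin transfer, in inducible HEK293 Trex D2 cells (force-coupled); dopamine controls included. Positive calcium responses during this window marked compounds as potential agonists.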
* hit, by the source's call; ? = inconclusive; . = no result given; & = joins results of further samples; [ ] = remark or other dose. Unless noted, calls come from the whole dose curve; as a rule, active = well fitted inhibition curve with a large enough effect; inconclusive = small, poorly fitted or top-dose-only effect; inactive = no such curve, though single readings can be large or run the other way. These rows are one share of the data. The share of hits here may be higher or lower than overall.

SMILES | TRHR enhancer | TrxR1 substrate | Pin1 inhibitor | USP1 inh | TRHR agonist | IDH1 R132H inh | TrxR1 inh | D2 antag | D2 agonist
CCN(CC)CC(=O)c1ccc(-c2ccccc2)cc1 | 3 | 10% | 32%[activator] | -20% | -2.0 | 8% | ? | -15 | -1.2
Cc1cccc(NC(=O)CN2C(=O)CCS(=O)(=O)c3ccccc32)c1C | 1 | 1% | -5% | -22% | -0.1 | 0% | 13% | 1 | -0.5
O=[N+]([O-])c1cccc2c(N3CCOCC3)ccnc12 | -2 | 1% | -2% | -17% | 0.6 | 5% | 14% | -2 | 0.6
COc1cccc(CNC(=O)C(Cc2ccccc2)NS(=O)(=O)c2ccc3c(c2)CCN3C(C)=O)c1 (configuration not stated) | -4 | 4% | 4% | ? | -0.1 | -13% | 17% | . | -0.8
Cc1ccccc1C(=O)NCCCNC(=O)c1ccccc1C | . | 8%[57.1 µM] | ? | 2% | . | 2% | 25%[57.1 µM] | . | .
CN(C)CCCNC(=O)/C(=C/c1ccc(-c2ccc([N+](=O)[O-])cc2)o1)NC(=O)c1ccccc1 | 2 | -12% | 14% | -2% | 4.2 | 0% | 0% | -10 | 3.6
COc1ccc(OC)c(CCNC(=O)c2sc3nc4n(c(=O)c3c2C)CCCC4)c1 | 12 | -6% | -10% | -20% | 0.2 | 0% | -1% | . | -0.3
COc1cc(C(=O)NCC(=O)N/N=C(/C)c2cccs2)cc(OC)c1OC | 2 | -2% | -2% | -18% | -0.4 | -2% | 8% | 23 | 0.1
Cc1cc(-c2n[nH]c(=S)n2/N=C/C=C/c2ccco2)n[nH]1 | -2 | -7% | ? | ? | 0.0 | -4% | -53% | -6 | -0.6
NC(=O)c1ccc(C(F)(F)F)n(Cc2ccc(Cl)cc2)c1=O | -1 | -11% | -10% | -10% | 3.9 | 1% | -1% | 3 | 5.2
CCCCN1C(=O)C(O)(c2ccccc2)c2cc(Br)ccc21 (configuration not stated) | -10 | -7% | 1% | -13% | 0.9 | -2% | 9% | -23 | -0.6
COc1cc2c(cc1OC)-c1cc3ccc4c(c3c[n+]1CC2)OCO4 | 0 | -1%[57.1 µM] | ? | 25µM* | 2.6 | 7% | -4%[57.1 µM] | 5 | 1.7
CC(C)NS(=O)(=O)c1ccc(CCC(=O)NCc2ccco2)cc1 | -1 | 9% | 0% | -8% | 0.9 | 4% | -18% | 14 | -0.1
C=CCOc1ccc(/C=C/C(=O)OCC(=O)NCc2cccc(OC)c2)cc1 | 4 | -6% | 1% | 2% | 0.2 | 2% | -4% | -21 | -0.4
Cc1c(Cl)cccc1-n1nc(C)c2c(C(=O)NCc3ccccc3)cc(C3CC3)nc21 | 8 | 2% | -17% | -8% | -0.3 | -11% | 11% | . | 0.2
Oc1ccc(Cl)cc1CNCc1ccc(F)cc1 | 2 | -2% | -10% | -15% | 5.7 | 12% | 9% | -2 | 3.6
Cn1cncc1C#Cc1c(-c2ccsc2)sc2ccccc12 | . | 26%[57.1 µM] | 8% | -28% | . | ? | 28%[57.1 µM] | . | .
CC1(C)CC(Nc2ccc(Nc3ccccc3)cc2)CC(C)(C)N1 | -7 | 11%[57.1 µM] | -3% | -13% | 2.2 | 5% | ? | -20 | 1.2
NC(=O)Cn1c(=O)n(CCC(=O)Nc2ccc(F)cc2)c(=O)c2sccc21 | 1 | -3% | 6% | -19% | 0.5 | 0% | -4% | -13 | 0.5
O=C(O)CCCN1C(=O)/C(=C\C(Cl)=C\c2ccccc2)SC1=S | -6 | -5% | . | ? | 2.1 | -13% | ? | -3 | 1.4
Cc1cccc(N=C2NC(=O)/C(=C/c3cccn3C)S2)c1C | 0 | 11%[11.4 µM] | ? | -21% | 2.1 | 0% | 17%[11.4 µM] | -10 | 0.4
Cc1coc(=N)n1CC(=O)c1ccc(Cl)cc1 | -2 | -5% | 2% | -18% | 2.1 | 0% | -3%[57.1 µM] | -2 | 0.2
CC(NC(=O)CCNC(=O)c1ccccc1Cl)c1ccc(-n2ccnc2)cc1 (configuration not stated) | -3 | 2% | 6% | -18% | -1.5 | -9% | 12% | -26 | -0.2
CC(C)c1ccc(NC(=O)c2cc3c(s2)-c2ccccc2SC3)cc1 | -3 | 17% | 9% | 1% | 0.0 | . | 13% | . | -0.2
O=Cc1ccc(OC(=O)/C=C/c2ccccc2)cc1 | 10 | 5% | 2% | -25% | -0.4 | -6% | 19% | -9 | -1.1
The listing continues:
SMILES | TRHR enhancer | TrxR1 substrate | Pin1 inhibitor | USP1 inh | TRHR agonist | IDH1 R132H inh | TrxR1 inh | D2 antag | D2 agonist
CC(C)(C)NC(=O)C(c1ccc(O)cc1)N(Cc1ccco1)C(=O)CCC(=O)Nc1ccccn1 (configuration not stated) | 7 | 6% | -2% | -19% | 0.3 | 0% | 15% | -11 | 0.2
Cc1ccc(C(=O)NCCCn2ccnc2)o1 | 5 | 4% | 0% | 5% | 0.3 | 14% | 3% | . | .
CCN(CC(=O)NC(=O)NCc1ccccc1)Cc1ccccc1 | 5 | -3% | -8% | -12% | -0.9 | 2% | 1% | -16 | 0.1
COc1ccc([N+](=O)[O-])cc1NC(=O)CSc1nccc(C)n1 | 20 | -15% | ? | -4% | -0.1 | -1% | -26% | 8 | -0.5
CN(C)c1nc(OCCNC(=O)Nc2ccccc2)nc(N2CCCCC2)n1 | -10 | 7%[57.1 µM] | 9% | -16% | -1.3 | 18% | 9%[57.1 µM] | 9 | 2.0
COC(=O)C1=CN(Cc2cccs2)C=C(C(=O)OC)C1c1ccc(OC)cc1OC | 1 | 148%[activator][57.1 µM] | 3% | ? | -1.2 | -3% | 49%[activator][57.1 µM] | 12 | -0.3
COc1ccc(CCNC(=O)C2CCN(Cc3nc(-c4ccc(OC)c(OC)c4)oc3C)CC2)cc1OC | 2 | 11% | 3% | -17% | -0.1 | 0% | 21% | . | -0.4
O=c1c2[nH]c3ccc(Cl)cc3c2ncn1CCN1CCCCC1 | -5 | -4% | -3% | -2% | 0.7 | 1% | -5% | -4 | -0.2
O=C(NCC1CC1)C1(C(F)(F)F)CC(CCCO)CCCO1 (configuration not stated) | . | 11%[57.1 µM] | 0%&6% | -26% | . | 18% | 12%[57.1 µM] | . | .
CN1c2ccccc2C(=O)C(=C2SCCCS2)S1(=O)=O | -1 | -10% | 5% | -19% | 0.3 | -6% | -10% | 10 | -0.8
Cc1cccc(N2C(=O)CC(SC(=Nc3ccccc3)Nc3ccccc3)C2=O)c1 (configuration not stated) | -2 | -9% | 3% | -22% | 1.4 | -1% | -8% | 23 | 0.6
CC(=O)Nc1nc(C)nc(-c2ccccc2)c1C(C)=O | 22 | -4% | -6% | -17% | 0.6 | 6% | -6% | 21 | 0.2
CC(=O)c1cccc(N(CC(=O)NCC2CCCO2)C(=O)CCC(=O)Nc2cc(C)on2)c1 (configuration not stated) | 7 | -2% | -3% | 2% | -1.4 | 3% | -6% | -5 | 0.2
COc1ccc(/C=C/C(=O)NC(=S)Nc2ccccn2)cc1 | -4 | -3% | -3% | -23% | 0.3 | -9% | 3% | -1 | 1.0
CCCCCOc1ccc(N2C(=O)CC(N(O)c3ccccc3)C2=O)cc1 (configuration not stated) | 2 | -3% | 4% | 4% | 0.3 | 15% | -7% | 9 | 0.7
COc1ccc(NC(=O)CCN2CCCCC2)cc1 | 10 | 7% | -3% | 10% | 1.3 | -5% | 21% | -6 | -0.4
CCN(CC)CCN(C(=O)c1ccc2c(c1)CCCC2)c1nc2ccc(C)cc2s1 | 1 | -3% | -4% | -17% | 0.2 | 8% | 5% | 46* | -0.7
N/C(=N\OC(=O)c1ccccc1F)c1ccc([N+](=O)[O-])cc1 | 2 | 7% | -4% | -24% | 0.0 | 0% | 25% | 15 | 1.7
COc1ccc(N2CCN(CC(=O)NCc3ccc(Cl)cc3)CC2)cc1 | 2 | 2% | -4% | -22% | -0.5 | 6% | 3%[57.1 µM] | . | .

Full records, quoted from the list. Order of values: TRHR enhancer	TrxR1 substrate	Pin1 inhibitor	USP1 inh	TRHR agonist	IDH1 R132H inh	TrxR1 inh	D2 antag	D2 agonist
Listed for CC(=O)Nc1nc(C)nc(-c2ccccc2)c1C(C)=O : 22	-4%	-6%	-17%	0.6	6%	-6%	21	0.2
Listed for COc1ccc(/C=C/C(=O)NC(=S)Nc2ccccn2)cc1 : -4	-3%	-3%	-23%	0.3	-9%	3%	-1	1.0

In the list so far, 6 contain a thiophene ring, fused or not:
SMILES | TRHR enhancer | TrxR1 substrate | Pin1 inhibitor | USP1 inh | TRHR agonist | IDH1 R132H inh | TrxR1 inh | D2 antag | D2 agonist
COc1ccc(OC)c(CCNC(=O)c2sc3nc4n(c(=O)c3c2C)CCCC4)c1 | 12 | -6% | -10% | -20% | 0.2 | 0% | -1% | . | -0.3
COc1cc(C(=O)NCC(=O)N/N=C(/C)c2cccs2)cc(OC)c1OC | 2 | -2% | -2% | -18% | -0.4 | -2% | 8% | 23 | 0.1
Cn1cncc1C#Cc1c(-c2ccsc2)sc2ccccc12 | . | 26%[57.1 µM] | 8% | -28% | . | ? | 28%[57.1 µM] | . | .
NC(=O)Cn1c(=O)n(CCC(=O)Nc2ccc(F)cc2)c(=O)c2sccc21 | 1 | -3% | 6% | -19% | 0.5 | 0% | -4% | -13 | 0.5
CC(C)c1ccc(NC(=O)c2cc3c(s2)-c2ccccc2SC3)cc1 | -3 | 17% | 9% | 1% | 0.0 | . | 13% | . | -0.2
COC(=O)C1=CN(Cc2cccs2)C=C(C(=O)OC)C1c1ccc(OC)cc1OC | 1 | 148%[activator][57.1 µM] | 3% | ? | -1.2 | -3% | 49%[activator][57.1 µM] | 12 | -0.3

High-throughput results: PubChem, National Center for Advancing Translational Sciences (NCATS)
